DAX1 inh-1: DAX1 (NR0B1) inhibitors, primary screen, cell-based, HEK293, Gal4-DAX1, luciferase luminescence; AID 504766, 2011; inhibition, % at 6.75 µM; 0.99% of 340,000 active; HEK293 Gal4-DAX1 luciferase reporter;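 active means inhibition above the mean over all tested compounds plus 3 SD, cut at about 4.2% in these data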;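 further: 0% = DAX1-transfected cells with DMSO and 100% = empty-vector control cells with DMSO; inhibition shows as a rise in luminescence from relieved DAX1 repression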
Target sequence (P51843 207-470 limits assumed): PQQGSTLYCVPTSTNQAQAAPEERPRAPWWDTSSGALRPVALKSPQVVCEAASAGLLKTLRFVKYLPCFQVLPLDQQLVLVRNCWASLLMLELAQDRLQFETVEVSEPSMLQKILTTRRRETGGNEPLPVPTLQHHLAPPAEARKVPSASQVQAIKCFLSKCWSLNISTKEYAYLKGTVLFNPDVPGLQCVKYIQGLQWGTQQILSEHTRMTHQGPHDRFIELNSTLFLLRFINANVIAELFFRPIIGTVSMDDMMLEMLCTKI
hcDAF-12 act: H. contortus DAF-12 nuclear receptor activators, primary screen, cell-based, luminescence, HEK293, lit1-tk-luc reporter. 1.4% of 370,000 active. activation, % at 6.8 µM. HEK293 hcDAF-12 lit1-tk-luc reporter; 0% DMSO, 100% Δ7-dafachronic acid;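 active means activation above the mean of all tested compounds plus 3 SD, cut at about 5.5% in these data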;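 further: 100% = response to 3 µM Δ7-dafachronic acid high control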
DAX1 inh-2: DAX1 (NR0B1) inhibitors on StAR promoter, primary screen, cell-based, luminescence, SF-1 (NR5A1), full-length DAX-1; HEK293T StAR-luciferase reporter, SF-1/DAX-1 repression relief; inhibition, % at 6.8 µM; 1.1% of 370,000 active; AID 652010, 2013;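 active means inhibition above the mean over all tested compounds plus 3 SD, cut at about 3.6% in these data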;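 further: 0% = DAX-1 cells with DMSO and 100% = cells lacking DAX-1 with DMSO; higher inhibition means more luminescence from relief of DAX-1 repression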
FXN GAA850 act: FXN promoter activators, primary screen, cell-based, luciferase luminescence, HEK293 lucGAA850; HEK293 lucGAA850 FXN promoter luciferase reporter, 24 h; percent of 10 µM SAHA response; activation, % at 6 µM; 0.56% of 360,000 active;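 active means activation above the average of all compounds screened plus 3 SD, cutoff fixed separately per campaign, cut at about 7.5% in these data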;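 further: 0% = DMSO wells and 100% = 10 µM SAHA wells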
GC-A act: GC-A stimulated cGMP production enhancers – HEK293 GC-A cells, cGMP TR-FRET, EC30 ANP, primary screen | 0% at EC30 ANP, 100% saturating ANP | 0.14% of 370,000 active | activation, % at 10 µM | AID 1671463, 2021; in the data active means activation above about 40%
HGIII-sPLA2 inh: human group III sPLA2 inhibitors, primary screen, biochemical, QFRET, BODIPY PC-A2 liposome substrate; inhibition, % at 12.2 µM; AID 743126, 2013; Group 3 secretory phospholipase A2 (Homo sapiens), Q9NZ20; 0.56% of 370,000 active; QFRET BODIPY PC-A2 liposome hydrolysis, fluorescence;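 active means inhibition above mean plus 3 SD of compounds lying within the high and low control bounds, cut at about 19% in these data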;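 further: 0% = median of test compound wells and 100% = no enzyme DMSO wells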
Target sequence (Q9NZ20 whole entry, looked up): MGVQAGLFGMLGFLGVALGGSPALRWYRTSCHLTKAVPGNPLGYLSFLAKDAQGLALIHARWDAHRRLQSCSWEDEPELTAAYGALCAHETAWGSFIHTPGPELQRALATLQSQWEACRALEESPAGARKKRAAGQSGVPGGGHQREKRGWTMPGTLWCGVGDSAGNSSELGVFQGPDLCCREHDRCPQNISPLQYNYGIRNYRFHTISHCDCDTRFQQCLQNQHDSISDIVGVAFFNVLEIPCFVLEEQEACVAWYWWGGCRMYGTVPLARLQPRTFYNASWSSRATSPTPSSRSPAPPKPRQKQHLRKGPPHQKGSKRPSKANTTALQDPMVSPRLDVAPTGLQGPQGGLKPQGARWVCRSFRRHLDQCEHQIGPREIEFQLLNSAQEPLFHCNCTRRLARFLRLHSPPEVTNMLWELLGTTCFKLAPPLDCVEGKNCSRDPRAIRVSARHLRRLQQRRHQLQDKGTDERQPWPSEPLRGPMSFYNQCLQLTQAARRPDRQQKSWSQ
ssDAF12 agonist: S. stercoralis DAF-12 nuclear receptor activators, primary screen, cell-based, luminescence, HEK293, GRIP1 co-expression, lit1-tk-luc | Nuclear hormone receptor DAF-12 (Strongyloides stercoralis) | HEK293 ssDAF-12/GRIP1 lit1-tk-luc reporter; % of 3 µM dafachronic acid response | activation, % at 6.8 µM | 1% of 370,000 active | AID 652126, 2013;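 active means activation above the mean over all tested compounds plus 3 SD, cut at about 0.9% in these data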;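 further: 0% = DMSO-only wells and 100% = 3 µM delta7-dafachronic acid wells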
SMARCA2 activ: SMARCA2 (BRM) function activators, primary screen, cell-based, luminescence, high throughput; MG213 cells, MMTV-luciferase reporter, dexamethasone, overnight; activation, % at 9.1 µM; 1% of 370,000 active; in the data active means activation above about 7.8%;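 further: 0% = vehicle wells and 100% = reference activator wells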
hgDAF-12 ag: H. glycines DAF-12 receptor agonists, primary screen, cell-based, luminescence, HEK293, GAL4 fusion, UAS-luciferase. HEK293 GAL4-hgDAF12 UAS-luciferase reporter, agonist luminescence; normalized to butyrate control. AID 687014, 2013. 1.8% of 370,000 active. activation, % at 6.8 µM;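 active means activation above a cutoff set at the mean of all screened compounds plus 3 SD, cut at about 10% in these data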;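 further: 0% = DMSO wells and 100% = sodium butyrate wells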
NPR2 activator: human GC-B receptor activators, primary screen, HEK293 GC-B cells, cGMP TR-FRET, EC30 CNP. AID 1920062, 2024. 0.11% of 370,000 active. 0% at EC30 CNP, 100% saturating CNP. Atrial natriuretic peptide receptor 2 (Homo sapiens), P20594. activation, % at 10 µM;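 active means activation at 10 µM reaching about 35% in either raw or pattern-adjusted values, limit read from the data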
proKLK7 act: proKLK7 zymogen activators, primary screen, biochemical, fluorescence intensity | Kallikrein-7 (Homo sapiens), P49862 | purified proKLK7, EDANS-DABCYL substrate fluorescence; 100% is mature enzyme control, 0% vehicle | activation, % at 7 µM | 0.9% of 370,000 active;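 active means activation above the mean of all tested compounds plus 3 SD, computed per campaign excluding outliers beyond control limits, cut at about 13% in these data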
Target sequence (P49862 whole entry, looked up): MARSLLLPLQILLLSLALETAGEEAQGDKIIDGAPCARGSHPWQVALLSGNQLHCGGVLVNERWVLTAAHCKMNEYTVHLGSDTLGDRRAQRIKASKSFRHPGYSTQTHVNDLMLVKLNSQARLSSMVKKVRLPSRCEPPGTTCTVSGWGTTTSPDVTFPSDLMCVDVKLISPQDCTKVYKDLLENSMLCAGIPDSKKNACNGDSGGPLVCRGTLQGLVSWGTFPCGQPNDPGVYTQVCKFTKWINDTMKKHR
Numbers without * were called inactive; · = no result given.

SMILES	DAX1 inh-1	hcDAF-12 act	DAX1 inh-2	FXN GAA850 act	GC-A act	HGIII-sPLA2 inh	ssDAF12 agonist	SMARCA2 activ	hgDAF-12 ag	NPR2 activator	proKLK7 act
Cc1ncc(C(=O)O)n1C(C)c1ccccc1 (configuration not stated)	1.4	-1.6	-0.7	-2.5	3	-12	-0.9	2	-0.1	-3	-0.2
O=C1NC(=O)N(c2ccccc2)C(=O)/C1=C/c1coc2ccc(O)cc2c1=O	3.7	1.1	0.4	-1.8	3	-15	-1.2	2	-1.1	-4	-8.1
O=C(CN1C(=O)[C@@H](Cc2ccc(O)cc2)N=C(c2ccccc2)c2ccccc21)NC1CCCCC1	·	-1.3	-0.7	·	-8	-25	-1.0	-3	-1.6	-8	0.4
COc1cc2c(cc1OC)[C@H]1C(=O)c3ccc4c(c3O[C@H]1CO2)C[C@@H](C(C)(C)O)O4	-1.5	-2.6	-0.8	-0.3	56*	-4	-1.2	-1	-2.5	3	1.4
BrCC(Br)(Br)Br	0.0	0.5	0.5	-2.7	5	3	-1.3	-4	0.3	-7	0.1
c1ccc(Cn2ccnc2)cc1	1.0	-1.2	0.1	1.1	3	-3	-0.5	-5	-1.1	-4	0.5
COC(=O)C1=C(c2cc3ccccc3s2)C[C@@H]2CC[C@H]1N2C(=O)NC1CCCCC1	0.3	-2.5	-0.8	0.1	-6	-5	-1.6	-2	-2.8	-8	-0.1
COC(=O)C1=C(c2ccc(OC)c(OC)c2)C[C@@H]2CC[C@H]1N2C(=O)NCCOc1ccccc1	1.9	-1.5	-0.5	-1.1	1	2	-1.1	0	1.3	-3	0.6
CN1C(=O)C(C)(C2=CCCCC2)C(=O)NC1=S (configuration not stated)	0.1	1.6	0.1	-1.9	-1	9	-1.2	0	3.8	3	-0.1
O=S(=O)(c1ccc(F)cc1)N1CN2CCN(C2)C1	0.4	-2.3	0.1	1.7	-1	0	-0.1	5	-1.4	5	0.6
COc1ccc(C(=O)C2CCCN(C3CSCCSC3)C2)c(C)c1 (configuration not stated)	2.1	0.3	1.8	3.0	-1	4	-0.9	-6	-0.9	-1	-0.3
C(=NN1CCCCCC1)c1c[nH]c2ccccc12	-0.6	2.2	0.4	0.5	-1	-5	-0.1	1	3.3	-3	-0.1
Clc1ccccc1CNCCc1c[nH]c2ccccc12	2.0	-1.7	-1.4	0.7	-7	10	-0.4	-4	2.1	-3	-0.4
O=C(NC(=O)N1CCC2(CC1)OCCO2)c1ccc(Cl)cc1	-0.2	-1.3	-0.3	2.0	-1	-3	-2.2	0	-0.7	-3	-0.2
COC(=O)C1=C(c2cc3ccccc3s2)C[C@@H]2CC[C@H]1N2C	0.5	-0.6	0.1	0.3	-3	0	-0.6	1	-0.3	-16	0.2
COC(=O)C1=C(c2c(C)noc2C)C[C@@H]2CC[C@H]1N2C(=O)NCCCOC(C)C	0.7	-1.9	0.2	0.3	0	6	-1.2	0	0.4	1	-0.3
CC1=CC(=O)NP(=O)(Oc2ccc3ccccc3c2)N1 (configuration not stated)	-0.3	-1.1	0.6	-1.4	-2	4	-1.3	3	-0.4	-7	-0.1
CN(C)CCN=Cc1c(O)n(Cc2ccc3c(c2)OCO3)c(=S)[nH]c1=O	1.4	-1.4	0.5	0.1	-4	3	-0.9	0	0.5	3	-0.4
O=C(Cc1ccccc1)OCCNC(=O)c1cccnc1	1.5	-2.4	0.5	-2.5	6	-5	-2.0	-3	-0.5	0	-0.3
COc1cc(/C=C2/C(=O)NC(=O)N(c3ccccc3)C2=O)ccc1O	2.2	7.0*	-0.3	1.5	-3	-6	-0.1	-2	2.0	-1	-0.5

Laid out differently: eight of the compounds above.
SMILES | DAX1 inh-1 | hcDAF-12 act | DAX1 inh-2 | FXN GAA850 act | GC-A act | HGIII-sPLA2 inh | ssDAF12 agonist | SMARCA2 activ | hgDAF-12 ag | NPR2 activator | proKLK7 act
Cc1ncc(C(=O)O)n1C(C)c1ccccc1 (configuration not stated) | 1.4 | -1.6 | -0.7 | -2.5 | 3 | -12 | -0.9 | 2 | -0.1 | -3 | -0.2
O=C1NC(=O)N(c2ccccc2)C(=O)/C1=C/c1coc2ccc(O)cc2c1=O | 3.7 | 1.1 | 0.4 | -1.8 | 3 | -15 | -1.2 | 2 | -1.1 | -4 | -8.1
O=C(CN1C(=O)[C@@H](Cc2ccc(O)cc2)N=C(c2ccccc2)c2ccccc21)NC1CCCCC1 | · | -1.3 | -0.7 | · | -8 | -25 | -1.0 | -3 | -1.6 | -8 | 0.4
COc1cc2c(cc1OC)[C@H]1C(=O)c3ccc4c(c3O[C@H]1CO2)C[C@@H](C(C)(C)O)O4 | -1.5 | -2.6 | -0.8 | -0.3 | 56* | -4 | -1.2 | -1 | -2.5 | 3 | 1.4
BrCC(Br)(Br)Br | 0.0 | 0.5 | 0.5 | -2.7 | 5 | 3 | -1.3 | -4 | 0.3 | -7 | 0.1
c1ccc(Cn2ccnc2)cc1 | 1.0 | -1.2 | 0.1 | 1.1 | 3 | -3 | -0.5 | -5 | -1.1 | -4 | 0.5
COC(=O)C1=C(c2cc3ccccc3s2)C[C@@H]2CC[C@H]1N2C(=O)NC1CCCCC1 | 0.3 | -2.5 | -0.8 | 0.1 | -6 | -5 | -1.6 | -2 | -2.8 | -8 | -0.1
COC(=O)C1=C(c2ccc(OC)c(OC)c2)C[C@@H]2CC[C@H]1N2C(=O)NCCOc1ccccc1 | 1.9 | -1.5 | -0.5 | -1.1 | 1 | 2 | -1.1 | 0 | 1.3 | -3 | 0.6

(more compounds)
SMILES	DAX1 inh-1	hcDAF-12 act	DAX1 inh-2	FXN GAA850 act	GC-A act	HGIII-sPLA2 inh	ssDAF12 agonist	SMARCA2 activ	hgDAF-12 ag	NPR2 activator	proKLK7 act
CC1CN=C(Nc2ccccc2)S1 (configuration not stated)	0.7	-1.4	0.1	0.4	5	-5	-1.7	0	1.8	1	0.0
COC(=O)C1=C(c2cc3ccccc3o2)C[C@@H]2CC[C@H]1N2C(=O)N1CCOCC1	-2.3	-2.4	-1.8	-3.8	2	-5	-1.4	-2	0.9	1	0.8
O=C(COC(=O)Cc1ccccc1)Nc1ccc(SC(F)F)cc1	-1.5	-2.7	-0.3	1.8	4	0	-1.4	0	0.7	-3	0.6
Cc1cccc(CN2CCN(Cc3ccc(Cl)cc3)CC2)c1	0.4	-0.3	-0.7	-1.5	0	1	-1.6	0	-2.4	-2	0.3
COC(=O)C1=C(c2cc3ccccc3s2)C[C@@H]2CC[C@H]1N2C(=O)N1CCOCC1	-2.8	-1.9	-1.9	-5.5	3	0	-1.8	-1	-1.5	1	-0.4
C[C@]12CC[C@H](O)C[C@H]1CC[C@@H]1[C@@H]2C[C@@H](O)[C@]2(C)[C@@H](C3=CC(=O)OC3)CC[C@]12O	-5.0	-5.2	-7.6	-13	0	1	-2.8	-10	-15	0	-0.9
CCn1c(O)c(/C(C)=N/N2CCCCC2c2cccnc2)c(=O)[nH]c1=S (configuration not stated)	-0.6	-1.0	0.5	0.9	-9	5	-0.7	1	-1.0	-10	-0.3
CN1C(=O)C(C2(C#N)CCCCC2)C(=O)N(C)C1=O	0.3	-1.1	0.1	-0.4	5	2	-1.9	1	-1.0	4	0.0
O=c1c2ccccc2nc(/C=C/c2ccccc2F)n1-c1ccccc1O	0.2	-0.3	-0.8	0.2	-3	-43	-1.1	-2	0.8	0	-0.5
CC(C)=CCN1CC[C@@]2(C)c3cc(O)ccc3CC1C2C (some centres not stated)	0.7	-0.4	1.4	-3.0	4	-7	-0.9	-1	-1.6	-3	0.2
COc1cc2c(cc1O)C[C@H]1c3c(cc(O)c(OC)c3-2)CCN1C	0.0	-2.5	-1.6	-1.4	-3	-5	-1.8	-1	-2.3	-10	-17
CCC(=Nc1ccccc1NC(C)=O)c1c(O)n(C)c(=O)n(C)c1=O	-0.5	0.9	0.1	2.4	-2	11	-1.1	-2	1.4	4	0.4
COc1ccc(NC(=O)c2cn(CCC#N)nc2-c2cccc([N+](=O)[O-])c2)cc1	3.6	-0.8	-0.4	-0.8	3	0	-0.7	-1	3.9	-1	0.6
COc1ccc2c3c([nH]c2c1)[C@H](C=C(C)C)N1C(=O)[C@@H]2CCCN2C(=O)[C@@H]1C3	·	-1.2	-1.9	·	-1	-22	-1.1	-1	-2.4	0	11
O=c1[nH]c(=O)n(-c2ccccc2F)c(O)c1/C=C1\C=Nc2ccccc21	2.7	5.1	0.0	-0.7	21	-5	-0.6	-1	2.8	4	0.0
O=C(CSc1ccccc1)N1CCC2(CC1)OCCO2	1.1	2.8	3.9*	2.9	1	4	-0.6	4	4.5	-4	-0.3
CCOC(=O)c1c(N)n(CCN2CCCCC2)c2nc3ccccc3nc12	-0.4	0.9	-0.2	-0.3	8	-7	-0.9	1	-0.7	-3	154*
CCCC1=C(C(=O)OCC)C2(C(=O)Nc3ccc(C)cc32)C(C#N)=C(N)O1 (configuration not stated)	-0.8	-1.0	-1.1	-2.4	-34	-3	-0.6	-3	-0.5	-16	0.7
CCN(CC)C(=O)c1ccc(N2C(=O)C3CC=C(Cl)CC3C2=O)cc1 (configuration not stated)	1.1	-2.1	-0.8	-2.1	-1	-7	-0.6	2	-1.1	-1	1.3
COc1ccccc1C1=NCc2nnc(C)n2-c2ccc(Cl)cc21	0.2	-1.7	-0.3	-1.4	-3	-4	-1.5	5	-1.1	4	0.3
COc1ccc(C2=NCC(=S)Nc3ccc(Cl)cc32)cc1Cl	0.7	-0.2	-0.7	-0.2	10	2	-1.2	0	-2.0	-9	-0.4
CCC(COC(=O)NC)NC(=O)Oc1cccc(C)c1 (configuration not stated)	-0.5	-0.9	0.0	-3.2	4	7	-1.5	-2	-1.2	2	-0.2
CCOC(=O)[C@]12Cc3ccccc3[C@H]1N(Cc1ccccc1)C(=O)c1cc(OC)ccc12	·	0.8	-1.4	·	-25	7	-1.0	-6	-1.4	-18	0.2
CC(C)(C)N1Cc2ccccc2C1=N	1.3	0.7	-0.8	-1.6	5	4	-1.0	4	1.6	3	-0.3
Cn1cc(C(=O)OCC(=O)N2CCCC2)c2ccccc21	1.3	-0.3	0.4	-0.6	-7	4	-1.4	4	0.1	1	0.1
CCCCCCOc1ccc(CN2CCN(CC)CC2)cc1	0.5	0.3	1.3	0.3	10	4	-1.6	1	4.9	3	-0.3

Not all compounds are listed, so the mix of outcomes need not match the whole.
